Assay outcomes deposited in PubChem BioAssay by several laboratories.
Granule exo inh – lytic granule exocytosis inhibition; AID 651702; inhibition, % at 10 µM; actives 0.66% (n = 360,000); TALL-104 LAMP-1 surface exposure, flow cytometry; cells stimulated with thapsigargin and PMA;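 active means inhibition above about 55%, limit read from the data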
HTR2A ag – agonists of mouse serotonin 5-HT2A receptor (HTR2A) | P35363 | CHO-K1 mHTR2A beta-arrestin complementation, luminescence; percent of 30 µM serotonin response | activation, % at 7.6 µM | actives 0.66% (n = 360,000);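 active means activation above a run cutoff, the mean activation of all tested compounds plus 3 SD, cut at about 14% in these data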;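 further: 0% = plate median of compound wells and 100% = 30 µM serotonin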
ABCB6 inh MLPCN – inhibitors of human ABC transporter ABCB6. Q9NP58. K562-ABCB6 porphyrin accumulation, flow cytometry, 1 h; active compounds read low. actives 0.19% (n = 360,000). fluorescence ratio to DMSO, % at 10 µM;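 active means fluorescence ratio to DMSO below 75%, the collection mean minus 3 SD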;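 further: signal is porphyrin accumulated inside mitochondria; 100% equals median channel fluorescence of DMSO control wells; lower ratio means ABCB6 inhibition with less porphyrin fluorescence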
Glyco luc inh – N-linked glycosylation inhibition. reporter increase, % at 12.5 µM. actives 0.23% (n = 360,000). AID 588692. D54 ERlucT glycosylation luciferase reporter, 24 h; percent of 100 nM tunicamycin response;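 active means mean luciferase reporter signal, scaled so untreated is 0 and the glycosylation-blocking control 100, at or above a set limit in every replicate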;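 further: luciferase carries N-glycosylation sites so blocking glycosylation raises the light; 0% = median of neutral control wells and 100% = median of 100 nM tunicamycin wells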
MC4R antagonist – human MC4R antagonism in cAMP assay; P32245; MC4R-expressing cells, MTII-stimulated cAMP, LANCE TR-FRET; inhibition, % at 6.5 µM; actives 0.48% (n = 360,000); AID 540295;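 active means inhibition above its plate's cutoff, the mean of tested wells on that plate plus 3 SD, cut at about 29% in these data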;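 further: 0% = Melanotan II alone and 100% = Melanotan II plus saturating MCL0020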
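Assay system: U2OS cells stably expressing human melanocortin 4 receptor (MC4R) / Dosing: 6.5 µM / Timing: compound 30 min, challenge 1 h, detection 1 h / Measured by: Eu-cAMP/anti-cAMP TR-FRET, emission 671 nm / Replicates: singlicate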
CaV13 ICDI inh – Disruptors of the CACNA1D IQ motif to Ca2+-dependent inactivation inhibitor domain association, primary screening, Förster resonance energy transfer in intact living …. HEK cells, CFP/YFP FRET ICDI-IQ, plate reader, 10 min; percent FRET-ratio fall versus neutral wells. inhibition, % at 12.3 µM. actives 0.098% (n = 340,000);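 active means mean replicate inhibition of at least 30% and at least 1% of replicates passing that level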;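 further: 0% = median of the neutral control wells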
H9c2 protect – modulators protecting cardiomyocytes from myocardial damage; H9c2 cardiomyocytes, H2O2 injury protection, ATPLite, 2 h; protection from H2O2 cell death, % at 20 µM; actives 0.63% (n = 360,000); AID 588492;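 active means compounds giving at least 50% protection of heart cells from peroxide-induced death in the single-dose screen, raw or plate-pattern-corrected value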;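 further: 0% = DMSO wells with peroxide and 100% = DMSO wells without peroxide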
PDI turbidity – inhibitors of human protein disulfide isomerase; P07237; PDI insulin aggregation turbidity, A650, 90 min; inhibition, % at 10 µM; actives 0.052% (n = 350,000); AID 588391;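 active means mean inhibition across replicates of 30% or more, whatever share of single replicates reach that level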;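 further: absorbance from insulin aggregation driven by PDI reduction with DTT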
MC4R ag barr – human MC4R agonism via beta-arrestin | activation, % at 8.9 µM | AID 540308 | U2OS MC4R beta-arrestin complementation, luminescence; percent of melanotan II response, DMSO zero | P32245 | actives 0.98% (n = 360,000);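 active means activation above a per-plate cutoff, the mean activation of sample wells on that plate plus 3 SD, cut at about 8% in these data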
ABHD5 PLIN5 PPI – ABHD5-PLIN5 protein interaction inhibition; actives 0.78% (n = 360,000); Split G. princeps luciferase complementation, luminescence, 4 h; inhibition, % at 4 µM; AID 602281; Q00G26+Q8WTS1;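 active means inhibition above the mean inhibition across every tested compound plus 3 SD, cut at about 22% in these data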;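 further: 0% = DMSO only wells and the 100% control is not disclosed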
Target sequence (Q00G26 whole entry, looked up): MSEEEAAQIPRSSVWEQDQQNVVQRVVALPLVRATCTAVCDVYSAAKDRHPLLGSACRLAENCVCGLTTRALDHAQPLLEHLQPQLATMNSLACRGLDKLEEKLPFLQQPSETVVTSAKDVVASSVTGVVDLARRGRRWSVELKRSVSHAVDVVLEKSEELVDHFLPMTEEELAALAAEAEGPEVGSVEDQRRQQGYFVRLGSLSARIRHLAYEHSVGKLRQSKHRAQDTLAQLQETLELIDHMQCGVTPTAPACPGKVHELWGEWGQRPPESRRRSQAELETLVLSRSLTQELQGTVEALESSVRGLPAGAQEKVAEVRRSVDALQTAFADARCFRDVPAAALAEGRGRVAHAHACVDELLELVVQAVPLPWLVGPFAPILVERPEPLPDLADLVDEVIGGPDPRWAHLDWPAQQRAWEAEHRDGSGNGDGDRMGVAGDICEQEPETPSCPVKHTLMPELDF
Target sequence (Q8WTS1 whole entry, looked up): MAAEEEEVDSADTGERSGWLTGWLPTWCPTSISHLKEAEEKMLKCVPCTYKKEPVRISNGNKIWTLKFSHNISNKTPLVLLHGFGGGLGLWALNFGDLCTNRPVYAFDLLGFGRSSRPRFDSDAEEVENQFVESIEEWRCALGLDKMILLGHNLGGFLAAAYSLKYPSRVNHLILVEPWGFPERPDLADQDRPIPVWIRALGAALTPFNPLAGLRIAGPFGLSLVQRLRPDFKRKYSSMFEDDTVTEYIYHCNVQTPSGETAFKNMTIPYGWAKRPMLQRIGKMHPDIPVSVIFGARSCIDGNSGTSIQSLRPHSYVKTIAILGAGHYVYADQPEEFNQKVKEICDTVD
* marks the source's active call; other numbers are inactive results.

`CC1CN(C(=O)c2ccc(Cl)c(S(=O)(=O)NCc3ccco3)c2)CC(C)O1` (centres undefined) gave Granule exo inh -2, HTR2A ag -8, ABCB6 inh MLPCN 96, Glyco luc inh 0, MC4R antagonist 5, CaV13 ICDI inh -6, H9c2 protect 0, PDI turbidity -26, MC4R ag barr -2.3 and ABHD5 PLIN5 PPI 2.
Screening O=C(CSc1nc2ccccc2o1)N/N=C/c1ccc(C(=O)O)cc1 returned Granule exo inh -5, HTR2A ag 1, ABCB6 inh MLPCN 96, Glyco luc inh -1, MC4R antagonist -5, CaV13 ICDI inh -5, H9c2 protect 9, PDI turbidity 1, MC4R ag barr -1.4 and ABHD5 PLIN5 PPI 0.
`COc1ccccc1NC(=O)Nc1ccccc1N1CCOCC1` gave Granule exo inh -1, HTR2A ag 1, ABCB6 inh MLPCN 93, Glyco luc inh 0, MC4R antagonist -2, CaV13 ICDI inh -20, H9c2 protect -1, PDI turbidity 19, MC4R ag barr -3.5 and ABHD5 PLIN5 PPI -6.
Screening O=C(CCSc1ccccc1)N1CCCC1 returned Granule exo inh -2, HTR2A ag -3, ABCB6 inh MLPCN 122, Glyco luc inh -4, MC4R antagonist 7, CaV13 ICDI inh -10, H9c2 protect 10, PDI turbidity 5, MC4R ag barr 0.5 and ABHD5 PLIN5 PPI 5.
`COc1ccc(NC(=O)CSc2n[nH]c(-c3ccccc3)n2)cc1S(N)(=O)=O` gave Granule exo inh 9, HTR2A ag -2, ABCB6 inh MLPCN 97, Glyco luc inh 1, MC4R antagonist -1, CaV13 ICDI inh -6, H9c2 protect -1, PDI turbidity 4, MC4R ag barr -2.8 and ABHD5 PLIN5 PPI 4.
Cc1cc(C)n(-c2ccc(C(=O)Nc3ccc(N4CCOCC4)cc3)cc2)n1 was read as Granule exo inh -6, HTR2A ag -4, ABCB6 inh MLPCN 118, Glyco luc inh 0, MC4R antagonist 5, CaV13 ICDI inh -5, H9c2 protect 18, PDI turbidity 29, MC4R ag barr -1.7 and ABHD5 PLIN5 PPI -2.
For Cc1cc[n+](CC(=O)c2ccccc2)c2ccccc12 the results were Granule exo inh 0, HTR2A ag 1, ABCB6 inh MLPCN 99, Glyco luc inh 1, MC4R antagonist 15, CaV13 ICDI inh -32, H9c2 protect -1, PDI turbidity 4, MC4R ag barr -1.5 and ABHD5 PLIN5 PPI 4.
For Cc1ccc(OCC(=O)Oc2cccc(C)c2)cc1 the results were Granule exo inh 1, HTR2A ag -1, ABCB6 inh MLPCN 99, Glyco luc inh 1, MC4R antagonist -5, CaV13 ICDI inh -21, H9c2 protect -2, PDI turbidity 1, MC4R ag barr 1.2 and ABHD5 PLIN5 PPI -4.
Screening O=C(CSCc1c(Cl)cccc1Cl)NN1C(=O)c2ccccc2C1=O returned Granule exo inh 1, HTR2A ag 7, ABCB6 inh MLPCN 103, Glyco luc inh 0, MC4R antagonist 10, CaV13 ICDI inh -4, H9c2 protect 6, PDI turbidity 1, MC4R ag barr -0.8 and ABHD5 PLIN5 PPI -7.
`CSc1cc(-c2ccccc2)n(C)c(=O)c1C#N` gave Granule exo inh -1, HTR2A ag -5, ABCB6 inh MLPCN 102, Glyco luc inh 2, MC4R antagonist -4, CaV13 ICDI inh -5, H9c2 protect -1, PDI turbidity 11, MC4R ag barr 12* and ABHD5 PLIN5 PPI -2.
For Cc1cccc(Cc2nnc(CCC(=O)NCc3cn4ccccc4n3)o2)c1 the results were Granule exo inh -2, HTR2A ag -1, ABCB6 inh MLPCN 94, Glyco luc inh 2, MC4R antagonist -2, CaV13 ICDI inh -4, H9c2 protect 4, PDI turbidity 4, MC4R ag barr -4.5 and ABHD5 PLIN5 PPI 0.
`O=C(NN=Cc1ccc2c(c1)OCO2)c1ccc([N+](=O)[O-])cc1` gave Granule exo inh -14, HTR2A ag 5, ABCB6 inh MLPCN 94, Glyco luc inh 0, CaV13 ICDI inh -4, H9c2 protect 4 and ABHD5 PLIN5 PPI -2.
For CC(C)NC(=O)CN(C(=O)CCC(=O)Nc1nccs1)c1ccc(C(C)C)cc1 the results were Granule exo inh 1, HTR2A ag 4, ABCB6 inh MLPCN 101, Glyco luc inh 7, MC4R antagonist 13, CaV13 ICDI inh -21, H9c2 protect -1, PDI turbidity 2, MC4R ag barr 1.5 and ABHD5 PLIN5 PPI -2.
COc1cc(NC(=O)c2ccccc2)c(OC)cc1NC(=O)CN1C(=O)NC2(CCCCC2C)C1=O (centres undefined) was read as Granule exo inh -2, HTR2A ag 4, ABCB6 inh MLPCN 97, Glyco luc inh -1, MC4R antagonist 6, CaV13 ICDI inh -3, H9c2 protect 4, PDI turbidity -3, MC4R ag barr -2.3 and ABHD5 PLIN5 PPI 3.
For CSc1ccc(C(O)c2ncc(-c3ccccc3F)[nH]2)cc1 (centres undefined) the results were Granule exo inh -4, HTR2A ag -2, ABCB6 inh MLPCN 95, Glyco luc inh 0, MC4R antagonist -6, CaV13 ICDI inh -7, H9c2 protect -12, PDI turbidity -1, MC4R ag barr -2.0 and ABHD5 PLIN5 PPI -10.
Screening COc1ccc(OCC(=O)OCC(=O)c2ccc(OC)c(F)c2)cc1 returned Granule exo inh -2, HTR2A ag 3, ABCB6 inh MLPCN 96, Glyco luc inh 2, MC4R antagonist 0, CaV13 ICDI inh -7, H9c2 protect 1, PDI turbidity -32, MC4R ag barr -0.4 and ABHD5 PLIN5 PPI 4.
Screening CCOC(=O)CSc1nc(=O)n2ccccc2n1 returned Granule exo inh -1, HTR2A ag -3, ABCB6 inh MLPCN 100, Glyco luc inh -1, MC4R antagonist -3, CaV13 ICDI inh -3, H9c2 protect -3, PDI turbidity -4, MC4R ag barr 2.8 and ABHD5 PLIN5 PPI 10.
For O=C(NC(CC(=O)N1CCCC(C(F)(F)F)C1)c1ccccc1)c1ccccc1Cl (centres undefined) the results were Granule exo inh 2, HTR2A ag 1, ABCB6 inh MLPCN 93, Glyco luc inh -1, MC4R antagonist 0, CaV13 ICDI inh -2, H9c2 protect -2, PDI turbidity 1, MC4R ag barr -3.1 and ABHD5 PLIN5 PPI -8.
`CC(=O)Oc1c(C(=O)c2nnc(C)o2)c(=O)n(C)c2ccccc12` gave Granule exo inh -3, HTR2A ag -3, ABCB6 inh MLPCN 102, Glyco luc inh 1, MC4R antagonist 8, CaV13 ICDI inh -5, H9c2 protect 17, PDI turbidity 1, MC4R ag barr -1.5 and ABHD5 PLIN5 PPI -1.
Screening C[C@H]1CN=C(Nc2ccccc2)N1CCC1CCCC1 returned Granule exo inh 0, HTR2A ag 1, ABCB6 inh MLPCN 103, Glyco luc inh -2, MC4R antagonist 4, CaV13 ICDI inh -9, H9c2 protect -5, PDI turbidity -2, MC4R ag barr 1.1 and ABHD5 PLIN5 PPI 6.
CCC(C)Sc1ccc([C@@H]2[C@@H]3C(=O)N(C)C(=O)[C@@H]3[C@]3(C(=O)OC)CCCCN23)cc1OC (some centres undefined) was read as Granule exo inh 54, HTR2A ag 7, ABCB6 inh MLPCN 101, Glyco luc inh 0, MC4R antagonist -3, CaV13 ICDI inh -4, H9c2 protect -6, PDI turbidity 12, MC4R ag barr -0.2 and ABHD5 PLIN5 PPI 2.
`CC(=O)Nc1ccc(NC(=O)C(C)Sc2n[nH]c(=O)n2Cc2ccccc2)cc1` (centres undefined) gave Granule exo inh -4, HTR2A ag 4, ABCB6 inh MLPCN 96, Glyco luc inh 3, MC4R antagonist 6, CaV13 ICDI inh -5, H9c2 protect 0, PDI turbidity -1, MC4R ag barr -1.7 and ABHD5 PLIN5 PPI -12.
Screening O=C(Nc1ccccc1)c1ccc(Br)c(S(=O)(=O)Nc2ccccn2)c1 returned Granule exo inh 1, HTR2A ag 4, ABCB6 inh MLPCN 105, Glyco luc inh 0, MC4R antagonist 2, CaV13 ICDI inh -5, H9c2 protect 2, PDI turbidity -4, MC4R ag barr -1.3 and ABHD5 PLIN5 PPI 6.
For CCN(CC)S(=O)(=O)c1ccc(-c2nnc(SCC(=O)Nc3ccc4c(c3)OCO4)o2)cc1 the results were Granule exo inh -4, HTR2A ag 6, ABCB6 inh MLPCN 85, Glyco luc inh 0, MC4R antagonist 4, CaV13 ICDI inh -9, H9c2 protect -8, PDI turbidity -12, MC4R ag barr 10* and ABHD5 PLIN5 PPI 1.
COc1ccc(NC(=O)N2CCCC(c3nc(-c4ccc(F)cc4)no3)C2)cc1 (centres undefined) was read as Granule exo inh -2, HTR2A ag -6, ABCB6 inh MLPCN 99, Glyco luc inh -1, MC4R antagonist 18, CaV13 ICDI inh 9, H9c2 protect -7, PDI turbidity -3, MC4R ag barr 1.0 and ABHD5 PLIN5 PPI -3.
For CS(=O)(=O)c1cccc(C(=O)OCC(=O)Nc2ccc3c(c2)OCO3)c1 the results were Granule exo inh 1, HTR2A ag 11, ABCB6 inh MLPCN 98, Glyco luc inh 0, MC4R antagonist -3, CaV13 ICDI inh -6, H9c2 protect -6, PDI turbidity -5, MC4R ag barr -1.3 and ABHD5 PLIN5 PPI -9.
For COc1ccc2nc3cccc(OC)c3nc2c1 the results were Granule exo inh 0, HTR2A ag 0, ABCB6 inh MLPCN 95, Glyco luc inh 10, MC4R antagonist -33, CaV13 ICDI inh -10, H9c2 protect 58*, PDI turbidity -26, MC4R ag barr -2.1 and ABHD5 PLIN5 PPI -25.
For CCOC(=O)NCC(C)(C)CNC(=O)OCC the results were Granule exo inh -1, HTR2A ag 4, ABCB6 inh MLPCN 98, Glyco luc inh -1, MC4R antagonist 8, CaV13 ICDI inh -3, H9c2 protect 6, PDI turbidity 7, MC4R ag barr 0.8 and ABHD5 PLIN5 PPI -6.
`Cc1cc2c(cc1S(=O)(=O)Nc1c(C)cccc1C)n(C)c(=O)c(=O)n2C` gave Granule exo inh 1, HTR2A ag -1, ABCB6 inh MLPCN 101, Glyco luc inh 1, MC4R antagonist 3, CaV13 ICDI inh 6, H9c2 protect 20, MC4R ag barr -1.2 and ABHD5 PLIN5 PPI -8.
Screening COc1ccc(C(c2nnnn2Cc2cccs2)N2CCN(c3ccccc3F)CC2)cc1OC (centres undefined) returned Granule exo inh -1, HTR2A ag -5, ABCB6 inh MLPCN 91, Glyco luc inh -3, MC4R antagonist -1, H9c2 protect 6, PDI turbidity 3, MC4R ag barr -2.0 and ABHD5 PLIN5 PPI 0.
NC(=O)c1ccc(Nc2ccc3nonc3c2[N+](=O)[O-])cc1 was read as Granule exo inh -3, HTR2A ag -3, ABCB6 inh MLPCN 94, Glyco luc inh 4, MC4R antagonist -17, CaV13 ICDI inh 2, H9c2 protect 3, PDI turbidity -7, MC4R ag barr -1.3 and ABHD5 PLIN5 PPI 0.
